E coli Lon inh: inhibitors of E. coli Lon protease, primary screen, biochemical, fluorescence polarization | P0A9M0 | purified E. coli Lon protease | inhibition, % at 7.94 µM | 0.42% of 360,000 active; in the data active = inhibition above about 13%, passing the limit was not always enough;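 note: 0% = enzyme with probe and DMSO and 100% = no enzyme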
Rin1 Abl inh: inhibitors of Rin1-Abl protein binding, primary screen, biochemical, TR-FRET | Tyrosine-protein kinase ABL1 (Homo sapiens) + Ras and Rab interactor 1 (Homo sapiens), … | inhibition, % at 7.35 µM | 0.4% of 360,000 active | AID 588664, 2011; in the data active = inhibition above about 5%, passing the limit was not always enough
MT1-MMP act inh: blockers of MT1-MMP proenzyme processing, primary screen, HT1080 RFP-PRO-GFP cells, GFP/RFP fluorescence; AID 651647, 2012; GFP/RFP ratio change, % at 20 µM; 0.061% of 360,000 active; GFP/RFP ratio fluorescence, overnight; percent of plate control window, DMSO zero;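 active = GFP/RFP ratio change of at least 30% with cell ATP level not reduced by more than half and red fluorescence within 50% of control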; note: strong numbers were not always called active
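Test system: HT1080 cells expressing an RFP-PRO-GFP fluorescent reporter construct / Compound dosing: single-point 20 µM compound, 1% DMSO / Schedule: cells overnight before dosing, compound overnight, 37 °C, 5% CO2 / Evaluation: GFP/RFP fluorescence ratio / Control set: DMSO and RFP-L50D-GFP cell wells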
CSN deneddyl inh: inhibitors of CSN-mediated cullin deneddylation, primary screen, biochemical, fluorescence polarization, uHTS; inhibition, % at 12.5 µM; 0.38% of 360,000 active; COP9 signalosome complex subunit 5 (Homo sapiens), Q92905; Purified CSN, SCF-Nedd8-OG deneddylation;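 active = pattern-corrected inhibition above about 35%, with an unprinted fluorescence ratio check between 0.5 and 1.5, limit read from the data, passing the limit was not always enough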;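 note: 0% = enzyme with substrate and 100% = substrate without enzyme; some results filed as inactive read as strong as hits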
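Assay system: Purified human Csn5 enzyme expressed in HEK293T cells | Amount: Enzyme 0.24 nM | Measured by: Fluorescence polarization readout | Medium: Tris/NaCl/DTT buffer, pH 7.5 | Compound dosing: One concentration, 12.5 µM, 0.25% DMSO | Times: 90 min incubation of compound, enzyme and substrate at room temperature | Control set: no-enzyme wells high, enzyme-with-substrate wells low | Read-out: % inhibition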
FAS-TE inh: FAS thioesterase domain inhibitors, primary screen, biochemical, fluorescence intensity, uHTS; recombinant FAS-TE, OMFH fluorogenic substrate, fluorescence endpoint; Fatty acid synthase (Homo sapiens), P49327; AID 602261, 2012; 0.67% of 360,000 active; inhibition, % at 15 µM;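 active = compounds whose normalised, plate-corrected inhibition of enzyme fluorescence in the single-dose primary screen is 50% or more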;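 note: 0% = DMSO with enzyme and 100% = substrate without enzyme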
Rpn11 block: Rpn11 (PSMD14) deubiquitinase inhibitors, primary screen, biochemical, fluorescence polarization, uHTS | human 26S proteasome, Ub4-pepOG fluorescence polarization; 20S core pre-blocked with epoxomicin | AID 588493, 2011 | 0.59% of 360,000 active | calls only at 20 µM | 26S proteasome non-ATPase regulatory subunit 14 (Homo sapiens), O00487;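 active = inhibition at 20 µM, scaled to each plate's controls, above about 33%, limit read from the data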
Target sequence (O00487 whole entry, looked up): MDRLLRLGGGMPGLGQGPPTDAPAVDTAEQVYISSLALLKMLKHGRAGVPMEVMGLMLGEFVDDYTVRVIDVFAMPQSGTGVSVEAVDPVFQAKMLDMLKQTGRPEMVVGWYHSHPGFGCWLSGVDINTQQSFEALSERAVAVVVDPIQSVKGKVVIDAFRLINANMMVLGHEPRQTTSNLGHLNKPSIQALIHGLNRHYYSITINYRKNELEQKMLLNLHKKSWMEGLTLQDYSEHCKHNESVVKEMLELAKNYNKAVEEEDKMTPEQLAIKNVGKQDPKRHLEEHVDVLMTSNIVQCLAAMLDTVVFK
MsrA inh: bovine MsrA enzyme inhibitors, primary screen, biochemical, absorbance, HTS; inhibition, % at 15.5 µM; AID 651718, 2012; 0.75% of 360,000 active; purified bovine MsrA, absorbance read-out; Methionine sulfoxide reductase A (Bos taurus); in the data active = inhibition above about 4.5%;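 note: 0% = vehicle wells with enzyme and 100% = reference inhibitor wells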
PABP1 MLLE inh: inhibitors of PABP1 MLLE–PAM2 peptide binding, primary screen, biochemical, fluorescence polarization, FITC-PAM2, GST-MLLE. Polyadenylate-binding protein 1 (Homo sapiens), P11940. AID 588489, 2011. inhibition, % at 20 µM. 0.36% of 360,000 active; in the data active = inhibition above about 35%, passing the limit was not always enough;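 note: plate controls were DMSO wells with GST-MLLE for no effect and wells lacking GST-MLLE protein for full effect; some results filed as inactive read as strong as hits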
Target sequence (P11940 whole entry, looked up): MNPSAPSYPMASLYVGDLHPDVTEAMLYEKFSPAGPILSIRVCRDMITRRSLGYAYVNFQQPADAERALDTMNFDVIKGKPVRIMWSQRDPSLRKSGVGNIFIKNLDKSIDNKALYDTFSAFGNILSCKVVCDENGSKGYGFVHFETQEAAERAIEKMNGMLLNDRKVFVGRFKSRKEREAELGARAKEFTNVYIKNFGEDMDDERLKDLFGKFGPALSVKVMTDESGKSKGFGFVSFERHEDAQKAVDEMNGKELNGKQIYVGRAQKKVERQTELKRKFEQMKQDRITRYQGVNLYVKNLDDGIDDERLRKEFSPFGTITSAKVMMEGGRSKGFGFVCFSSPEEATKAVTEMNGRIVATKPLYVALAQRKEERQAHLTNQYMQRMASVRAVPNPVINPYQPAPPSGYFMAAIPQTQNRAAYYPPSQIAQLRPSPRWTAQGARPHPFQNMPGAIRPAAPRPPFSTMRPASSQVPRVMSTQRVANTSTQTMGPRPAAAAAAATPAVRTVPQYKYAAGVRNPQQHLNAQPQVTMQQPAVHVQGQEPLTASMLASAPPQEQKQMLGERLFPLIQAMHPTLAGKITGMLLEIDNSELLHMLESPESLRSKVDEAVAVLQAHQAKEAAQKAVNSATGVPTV
bovine MsrA act: bovine MsrA enzyme activators, primary screen, biochemical, absorbance, HTS. purified bovine MsrA, absorbance read-out. activation, % at 10.6 µM. 0.3% of 360,000 active. Methionine sulfoxide reductase A (Bos taurus); in the data active = activation above about 7.5%;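 note: 0% = vehicle and 100% = reference activator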
* marks the source's active call; other numbers are inactive results; i = inactive; x = no result given.

Results follow in this order: E coli Lon inh	Rin1 Abl inh	MT1-MMP act inh	CSN deneddyl inh	FAS-TE inh	Rpn11 block	MsrA inh	PABP1 MLLE inh	bovine MsrA act
- CC(C(=O)Nc1ccc(O)cc1C(=O)O)N1C(=O)/C(=C\c2cccs2)SC1=S (configuration not stated)
    0	-2	-2	25	5	i	2.2	21	-4
- CSc1nnc(-c2ccc(Br)s2)n1C
    -1	1	-1	6	-4	i	1.2	5	-2
- COc1ccc(Cl)cc1NS(=O)(=O)c1cccc(C(=O)NC2CCN(Cc3ccccc3)CC2)c1
    0	2	-2	-3	6	i	-0.3	13	-2
- Cc1ccc(C)c(OCC(=O)OCC(=O)Nc2c(C)nn(-c3ccccc3)c2C)c1
    5	0	4	2	-7	i	1.0	-21	-1
- CC(=O)Nc1sc(C)c(C)c1C(=O)OCC(=O)N(C)c1c(N)n(Cc2ccccc2)c(=O)[nH]c1=O
    -9	5	1	4	-4	i	0.4	2	-3
- Cc1ccc(C)c(C(=O)NCCN(C)C)c1
    -11	2	-2	6	-6	i	1.7	1	0
- O=C(NCCCCNC(=O)c1ccco1)c1ccco1
    2	1	-2	-1	-9	i	0.4	8	-9
- CC(C)OC(=O)C1C2C=CC3(CN(Cc4cccs4)C(=O)C13)O2 (configuration not stated)
    0	-1	4	-3	-8	i	0.8	-10	-1
- C=CCNC(=S)Nc1sc2c(c1C(=O)OCC)CCN(C(=O)OCC)C2
    -1	3	0	-2	-3	i	1.9	11	-11
- CC(=O)N1c2ccc(S(=O)(=O)NCC3CCC(C(=O)N4CCCCC4)CC3)cc2CC1C (configuration not stated)
    -6	5	4	2	-3	i	-0.2	-7	-4
- O=C(Cn1cnc2ccccc21)OCC(=O)N1CCCc2ccccc21
    -5	0	2	0	-6	i	0.6	-2	-4
- O=C(CCn1nc(-c2ccc(Cl)cc2)ccc1=O)N1CCN(c2ccccn2)CC1
    -1	1	5	-5	23	i	0.3	4	-9
- Cc1ccc(-n2ncc3c2CCCC3NC(=O)CCc2cnn(C)c2)cc1C (configuration not stated)
    2	2	-3	-1	-4	i	0.1	2	-1
- CS(=O)(=O)N(CC(=O)N1CCN(c2ccc(F)cc2)CC1)c1cccc(Cl)c1
    0	1	-4	-4	-1	i	0.9	-1	-11
- COc1ccc2c(c1)SC1=NCCS(=O)(=O)N12
    -7	-2	-3	-4	-7	i	-1.8	5	-3
- CC1(C)CC(=O)c2sc(NC(=O)C(C)(C)C)nc2C1
    8	-2	1	-1	-13	i	1.3	10	-11
- CCCN1CCC(=O)N([C@H](CN=[N+]=[N-])Cc2ccccc2)CC1
    -5	-1	-1	-1	-9	i	0.4	3	0
- CN1OC[C@@H]2CN(S(=O)(=O)c3cccc4ccccc34)[C@H](c3ccc(-c4ccccc4)cc3)C[C@@H]21
    -5	2	2	-4	28	i	1.4	-14	-7
- CC(NC(=O)CSc1nc2sc3c(c2c(=O)n1-c1ccccc1)CCCC3)c1ccccc1 (configuration not stated)
    -1	3	-9	5	-4	i	-0.8	12	-5
- CC(C)CNC1CCS(=O)(=O)C1 (configuration not stated)
    0	-1	3	-2	-8	i	-0.2	-5	0
- O=C(CSc1nccc(=O)[nH]1)N1CCOCC1
    0	-1	-2	-4	-6	i	0.5	15	-2
- COCCNC(=S)Nc1ccc2nc(N3CCCC3)cc(C)c2c1
    -1	-1	0	8	-7	i	1.5	-2	-6
- O=C(O)c1ccc(-c2noc(-c3cccc(C(F)(F)F)c3)n2)cc1
    7	-3	5	-2	-10	i	-0.2	4	-3
- CSc1ccccc1C(=O)NC(C)c1ccc(-n2ccnc2)cc1 (configuration not stated)
    -1	3	2	-8	-3	i	1.0	5	0
- Cc1cccc(NC(=O)CCS(=O)(=O)c2ccccc2)n1
    2	1	4	-3	-3	i	0.1	-7	-1
- Cc1ccnc(NC(=O)c2ccc(S(=O)(=O)N3CCCCCC3)cc2)c1
    2	2	-5	-2	7	i	0.8	-10	-3
- Cc1csc(NC(=O)CSc2nc3ccccc3s2)n1
    -2	-4	9	0	-7	i	1.5	14	-11
- O=C(NCc1nnc(SCC(=O)N2CCCc3ccccc32)o1)c1ccco1
    3	1	-1	3	-3	i	-0.4	35	-3
- O=C(CN(C(=O)CCC(=O)Nc1nccs1)c1ccc2c(c1)OCCO2)NCc1ccco1
    -4	5	-2	1	1	i	-0.5	0	-3
- Cc1cc(C)c(S(=O)(=O)NCCCn2ccnc2)cc1C
    0	1	2	-2	-4	i	-0.2	14	0
- O=C1[C@@H]2Cc3c([nH]c4ccccc34)CN2C(=O)CN1CCCO
    -7	3	4	-3	-3	i	-0.7	0	-2
- CC(C)CC(=O)NC(=S)Nc1ccccn1
    -9	1	1	1	-5	i	-0.5	4	-1
- Oc1ccc(Cl)cc1CNc1cnc2ccccc2c1
    1	5	1	0	10	i	-0.3	2	-2
- O=c1cc(CN(Cc2ccccc2)Cc2ccccc2)c2c(ccc3ccccc32)o1
    -11	2	-4	6	18	i	0.7	-30	-5
- CCc1ccc([C@H]2C(C(=O)O)=C[C@@H](CC3CCCC3)N2S(=O)(=O)c2ccc(C)cc2)cc1
    -12	-2	5	0	15	i	0.7	-5	-8
- Cc1nnc(SCCC#N)n(CCC#N)c1=O
    -8	0	1	0	-3	i	-0.2	-1	9.2*
- CC(Oc1ccc(Br)cc1)C(=O)Nc1nnc(C2CC2)s1 (configuration not stated)
    6	-1	-4	6	-1	i	1.7	3	-2
- c1csc(-c2csc3ncnc(NCCCN4CCOCC4)c23)c1
    1	-5	-11	2	-7	i	1.2	8	-2
- CCNC(=O)c1ccc(=O)n(Cc2ccc(Cl)cc2Cl)c1
    -4	0	2	-1	-2	i	1.2	2	-4
- CCOC(=O)Cn1nc(-c2ccccc2)c2ccccc2c1=O
    -1	2	0	-4	-5	i	0.1	0	-2
- CC(C)CCOP(=O)(c1ccc(N(C)C)cc1)C(Nc1ccccc1)c1ccc(N(C)C)cc1 (configuration not stated)
    -7	2	-15	-8	18	i	-0.6	-11	-4
- C=CCOc1ccc(/C=N/NC(=O)C(C)Sc2ccccn2)cc1OCC (configuration not stated)
    6	1	1	0	-8	i	-0.2	16	-3
- COc1ccc(OC)c(C(=O)Cn2cnc3ccccc3c2=O)c1
    4	0	0	-7	2	i	0.0	0	4
- CCN=C1S/C(=C\c2cc(Br)c(O)c(OC)c2)C(=O)N1CC
    -47	-1	-90	19	0	x	0.8	-97	-3
- O=C(COC(=O)c1nc(Cl)ccc1Cl)Nc1ccc2[nH]c(=O)[nH]c2c1
    -5	-1	1	-2	-9	i	-1.7	-3	-2
- CN(C)C(CNC(=O)c1ccc(S(=O)(=O)Nc2ccccc2)cc1)c1ccco1 (configuration not stated)
    -2	0	4	6	-3	i	-0.4	-3	4
- COC(=O)c1c(NC(=O)CCS(=O)(=O)c2ccccc2)sc2c1CCN(C)C2
    -24	3	-6	-1	-19	i	-1.0	-17	-3
- COC(=O)c1ccccc1NC(=O)CSc1n[nH]c(-c2ccco2)n1
    -6	4	-2	-6	-4	i	0.8	-21	-3
- C=C(c1ccccc1O)n1ccnc1
    -6	0	0	3	-4	i	0.8	7	-5
- Cc1cc(C)c(-c2csc(NC(=O)/C=C/c3cccs3)n2)c(C)c1
    -1	1	-70	-4	25	i	3.8	-2	-6

New compounds follow:
Results follow in this order: E coli Lon inh	Rin1 Abl inh	MT1-MMP act inh	CSN deneddyl inh	FAS-TE inh	Rpn11 block	MsrA inh	PABP1 MLLE inh	bovine MsrA act
- COCCNC(=O)CSc1nnc(-c2ccccc2)c(-c2ccccc2)n1
    -2	-1	-1	-2	-5	i	-1.0	7	-9
- COC(=O)C(C(=O)Nc1ccccc1C)C1CCCCCC1 (configuration not stated)
    -1	1	0	-2	-1	i	-0.3	7	1
- COc1ccc(NC(=O)CCCCn2c(=O)[nH]c3ccccc3c2=O)cc1
    12	-1	3	-1	0	i	-1.5	1	0
- NC(=NCCc1ccccc1)NC(=O)c1cc(Cl)ccc1O
    1	-4	6	0	25	i	-0.1	3	-7
- Brc1ccc(-c2csc3ncnc(-n4nnc5ccccc54)c23)cc1
    -9	-2	0	-4	30	i	0.8	-2	-6
- Cc1cc(C)cc(N(CC(=O)NC(C)(C)C)C(=O)CCC(=O)Nc2nccs2)c1
    -1	-3	-1	0	-3	i	-0.1	-3	0
- Cc1cc(NC(=O)CSc2nc3c(cnn3-c3cccc(Cl)c3)c(=O)[nH]2)no1
    -7	4	-1	-4	2	i	-0.5	-16	0
- CC(C)(C)c1csc(NC(=O)c2ccc(Br)o2)n1
    -1	0	-42	1	9	i	0.5	-2	-3
- CC(O)(C#CCN1CCCC1)c1ccccc1 (configuration not stated)
    -5	-1	-2	-4	-8	i	0.6	-3	-5
- COc1ccccc1CNC(=O)COC(=O)CSc1ccc(C)c(C)c1
    5	1	-2	-4	-7	i	1.7	0	-2
- Cc1nc(NCCc2ccccc2F)c(C#N)c(C)c1[N+](=O)[O-]
    2	1	0	0	47	i	0.1	5	0
- CN(CC(=O)Nc1ccc(Cl)cc1)C(=O)CNC(=O)c1ccc2c(c1)OCO2
    1	0	-6	-1	0	i	0.3	3	1
- O=C(O)c1ccccc1Nc1ccc2nonc2c1[N+](=O)[O-]
    -11	-6	1	0	0	i	1.5	-9	-2
- Cc1cccc(NC(=O)CSc2ccc(-c3cccs3)nn2)c1C
    9	-2	1	0	-7	i	-0.1	-7	-4
- O=C(CN1C(=O)C2CC=CCC2C1=O)NCC(=O)Nc1ccc(F)c(F)c1 (configuration not stated)
    11	-1	-1	-9	-4	i	0.4	6	-2
- CCN(Cc1nc(-c2cccc(Cl)c2)no1)CC1CCCO1 (configuration not stated)
    1	-1	-2	-10	1	i	2.1	-3	-4
- O=C(NCC(=O)N1CCN(Cc2c(F)cccc2Cl)CC1)c1cccs1
    -8	-2	3	-4	-7	i	0.6	-12	-1
- COC(CNC(=O)CN1CCN(Cc2ccccc2F)C1=O)OC
    5	2	-2	-2	-2	i	-0.8	3	-12
- O=C(COc1ccccc1)Nc1nnc(C23CC4CC(CC(C4)C2)C3)s1
    1	4	2	1	-3	i	-1.1	19	-2
- COc1ccccc1N1CCN(/N=C/c2ccccc2C(=O)O)CC1
    -4	-4	5	2	-4	i	-1.1	7	-1
- COc1ccc(NC(=S)Nc2ccccn2)c(OC)c1
    0	2	-4	-4	-4	i	0.0	28	-11
- CCCC(C(=O)NC(C)(C)CC)N(Cc1ccco1)C(=O)CNS(=O)(=O)c1ccccc1 (configuration not stated)
    -9	0	0	1	-2	i	-0.9	-4	-4

Source: PubChem

Random draw from the library; about 3.7% have a hit in one of these screens.
